PPARg SRC3 recr – PPARgamma-driven SRC-3 recruitment agonism. 200,000 compounds, 0.26% hits. P37231. biochemical PPARgamma/SRC-3 coactivator recruitment assay. activation, % at 8 µM; in the data active = activation above about 23%;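 note: 0% = DMSO and 100% = reference agonist; some compounds past the cut are filed as inactive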
Target sequence (P37231 whole entry, looked up): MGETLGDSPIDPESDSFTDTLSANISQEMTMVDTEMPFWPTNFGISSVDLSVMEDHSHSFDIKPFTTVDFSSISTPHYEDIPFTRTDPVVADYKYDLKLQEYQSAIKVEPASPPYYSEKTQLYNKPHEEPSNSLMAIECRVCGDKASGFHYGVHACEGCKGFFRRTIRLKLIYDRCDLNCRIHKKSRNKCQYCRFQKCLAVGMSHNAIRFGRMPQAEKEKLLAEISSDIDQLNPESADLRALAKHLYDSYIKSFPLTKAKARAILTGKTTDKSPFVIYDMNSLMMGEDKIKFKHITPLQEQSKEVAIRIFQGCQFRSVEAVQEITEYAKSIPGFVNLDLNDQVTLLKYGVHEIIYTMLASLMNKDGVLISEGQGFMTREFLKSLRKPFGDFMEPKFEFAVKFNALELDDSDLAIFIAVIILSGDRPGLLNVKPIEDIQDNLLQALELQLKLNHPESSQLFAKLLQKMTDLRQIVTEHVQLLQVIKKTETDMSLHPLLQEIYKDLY
TR-FRET SRC-2 ct – flags TR-FRET format artefacts in PPARgamma SRC-2 recruitment agonist screen; AID 1049; TR-FRET ratio at 8 µM; 200,000 compounds, 0.4% hits; TR-FRET artefact counter-screen; stronger effect = higher value; in the data active = TR-FRET ratio above about 2000; note: inactives centre near 1500; reference of the scale not given here
S1P3 antag – S1P3 (human) receptor antagonism; Q99500; CHO S1P3 NFAT-BLA reporter, FRET fluorescence, antagonist mode; inhibition, % at 4.98 µM; 170,000 compounds, 0.27% hits;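 active = inhibition above the plate cutoff, the mean inhibition of test wells on that plate plus 3 SD, cut at about 28% in these data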;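 note: cells challenged with S1P at its EC80 of 0.8 µM; blue over green emission ratio from cleaved BLA substrate after 4 h stimulation; 0% = S1P-stimulated wells and 100% = unstimulated DMSO-only wells; some compounds past the cut are filed as inactive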
Target sequence (Q99500 whole entry, looked up): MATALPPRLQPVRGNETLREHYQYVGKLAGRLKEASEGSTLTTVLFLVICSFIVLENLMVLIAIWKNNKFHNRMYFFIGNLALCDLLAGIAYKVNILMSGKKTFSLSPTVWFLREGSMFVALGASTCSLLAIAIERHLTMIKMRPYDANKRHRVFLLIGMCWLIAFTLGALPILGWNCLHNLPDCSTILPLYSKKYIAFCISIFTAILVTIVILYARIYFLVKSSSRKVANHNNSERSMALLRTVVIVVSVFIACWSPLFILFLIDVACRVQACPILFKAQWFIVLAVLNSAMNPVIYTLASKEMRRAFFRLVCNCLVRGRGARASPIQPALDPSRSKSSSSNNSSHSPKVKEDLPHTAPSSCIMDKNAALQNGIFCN
PPARg SRC2 recr – PPARgamma-driven SRC-2 recruitment agonism. P37231. PPARgamma LBD-SRC-2 recruitment, biochemical. activation, % at 8 µM. 200,000 compounds, 0.34% hits. AID 1032; in the data active = activation above about 22%;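 note: 0% = vehicle and 100% = reference agonist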
bIAP inh – blocks bovine intestinal alkaline phosphatase activity | purified bovine IAP, CDP-star luminescence, 30 min | inhibition, % at 20 µM | 190,000 tested, under 10 active | AID 1019;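 active = over 50% inhibition of intestinal alkaline phosphatase at 20 µM in the single-dose screen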
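Assay system – bovine IAP enzyme · Quantity – bovine IAP at 1/65,000,000 final dilution · Detection – CDP-star luminescence signal · Times – 30 min reaction at room temperature · Also added – CDP-star substrate at 30 µM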
Lmaj promast – reduces viability of Leishmania major promastigotes; resazurin fluorescence viability; inhibition, % at 10 µM; 200,000 compounds, 9% hits; in the data active = inhibition above about 50%;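 note: promastigotes grown with compound for 44 hours at 28 °C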
PPARg SRC1 recr – PPARgamma-driven SRC-1 recruitment agonism; P37231; PPARgamma-SRC-1 coactivator recruitment biochemical assay; activation, % at 8 µM; 200,000 compounds, 0.41% hits; AID 631; in the data active = activation above about 19%;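 note: 0% = DMSO and 100% = reference agonist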
DTT redox prof – compounds producing H2O2 with reducing agent – biochemical, NIH compound library profiling, artefact control for MLSCN library redox annotation, primary screen; DTT-dependent redox cycling H2O2, phenol red/HRP absorbance; 100% = 100 µM peroxide control, 0% = buffer; activation, % at 10 µM; 200,000 compounds, 0.03% hits; AID 878;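 active = activation of at least 50% relative to the plate's high and low controls in the primary single-dose screen; inactive = activation below 50%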;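 note: compound incubated with DTT at 0.8 mM final as the reducing agent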
ROMK mod – modulators of human ROMK potassium channel. Tet-inducible ROMK, thallium flux fluorescence; actives lie on both sides. B-score at 10 µM. 130,000 compounds, 2% hits;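 active = signal ratio slope over the read window, or its plate-corrected B-score, at least 3 SD from the plate mean, either direction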;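 note: B-score of the F/F0 ratio slope over 7 to 12 s after thallium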
Efa HMGR inh – E. faecalis class II HMG-CoA reductase inhibition; purified E. faecalis HMGR, NADPH absorbance 340 nm kinetic; inhibition, % at 10 µM; 190,000 compounds, 0.41% hits;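 active = inhibition above a set limit, the median over all tested compounds plus 3 SD, cut at about 9.5% in these data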;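 note: enzyme runs in reverse so mevalonate oxidation gives rising NADPH absorbance; 0% = complete reaction with DMSO and 100% = background rate lacking mevalonate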
RAM inhibit – blocks the yeast RAM network; S. cerevisiae dse1pr::URA3 reporter, 5-FOA growth OD615, 2 d; analog-sensitive cbk1-as2 kinase mutant strain; inhibition, % at 50 µM; 190,000 compounds, 1.8% hits; AID 868;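 active = inhibition above a set limit, 3 SD over mean compound inhibition, cut at about 8.4% in these data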;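 note: 0% = DMSO-only wells with no growth and 100% = 10 µM 1-NA-PP1 full growth; inhibition rescues growth on 5-FOA so higher OD means more RAM inhibition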
The depositor's hits bear a star; . = not tested or not shown.

SMILES	PPARg SRC3 recr	TR-FRET SRC-2 ct	S1P3 antag	PPARg SRC2 recr	bIAP inh	Lmaj promast	PPARg SRC1 recr	DTT redox prof	ROMK mod	Efa HMGR inh	RAM inhibit
O=C(NC1CS(=O)(=O)CC1NCc1ccco1)c1ccccc1 (stereo not drawn)	8	1727	-22	-6	14	-5	5	1.9	.	-5	0.6
CC(=O)Nc1ccc(NC(=O)C2CCCN(c3ncccn3)C2)cc1 (stereo not drawn)	10	1510	.	8	-9	-2	3	3.1	.	-6	0.6
Cc1ccc(S(=O)(=O)NCCN2CCOCC2)c(C)c1C	-1	1533	1	-2	-5	8	6	0.0	0.61	-7	1.4
O=c1c2c(nc3cc(-c4cccc(Cl)c4)[nH]n13)CCCC2	4	1399	6	6	-4	50	8	-0.5	-0.28	-4	5.5
C=CCc1cccc2cc(C(=O)NCc3cccnc3)c(=O)oc12	-3	1400	-2	-4	-3	16	-9	-2.6	.	0	1.1
COc1ccc(OC)c(C(=O)CSc2nc3ncccc3[nH]2)c1	5	1633	-3	3	-58	4	-3	-2.4	0.41	3	-0.3
COc1ccc(NC(=O)Nc2ccc3nsnc3c2)cc1	3	1568	.	8	1	6	-5	1.1	.	-6	4.2
CCN(CC)c1ccc(/C=C/C(=O)C2C(=O)C=C(C)OC2=O)cc1 (stereo not drawn)	4	1580	-8	-3	32	6	2	-0.2	.	1	1.9
CCOc1ccc(C(C)=O)cc1N1C(=O)C2C(C1=O)C1C=CC2C12CC2 (stereo not drawn)	1	1714	.	12	6	-4	7	1.8	.	2	-0.3
O=C1c2ccccc2C(=O)N1CCCCN(C(=O)c1cc([N+](=O)[O-])cc([N+](=O)[O-])c1)c1ccc(Cl)cc1	3	1545	-24	-1	22	99*	4	0.1	-1.2	0	3.7
COc1ccc(CCNC(=O)Cc2ccc(OC)c(OC)c2)cc1OC	1	1665	12	1	5	-16	3	0.6	.	3	3.9
CCN1C(=O)C(C(=O)c2ccccc2)SC1=S (stereo not drawn)	-4	1587	-7	-3	0	-8	3	0.2	1.4	-1	-0.9
CCCCC(=O)N1CC2(C)CN(C(=O)CCCC)CC(C)(C1)C2=O	-5	1418	-10	-10	2	-4	-10	-0.2	0.77	1	0.6
Cc1ccc(C(=O)N[C@@H](C)CN2C3=NC[C@H](C(C)C)N3C[C@H]2Cc2ccc(O)cc2)cc1Br	0	1654	1	4	-27	8	-5	0.1	.	0	-1.6
CC1=CC2(O)OCCN(CCO)C2=CC1=O (stereo not drawn)	-11	1297	.	5	7	99*	-7	1.8	.	-3	3.1
Cc1ccc(N=c2sc(C)c(C)n2C)cc1	1	1644	-13	-4	2	2	0	0.3	-1.8	0	0.8
CC(C)Oc1cccc(C(=O)Nc2ccccc2N2CCOCC2)c1	23	1437	-21	7	3	5	4	-0.6	.	-2	0.7
COc1ccc(-n2nnnc2SCC(=O)c2ccc(OC)c(OC)c2)cc1	11	1500	-7	1	6	-3	8	-1.4	0.26	0	1.7
CC(C)c1cc(C(=O)Nc2cccnc2)no1	3	1617	-1	15	-5	2	0	-0.8	-0.048	0	0.1
COc1ccc(S(=O)(=O)N(C)C2CCN(C)CC2)cc1	7	1650	-22	8	6	2	2	-0.8	.	1	1.4
CCNC(=S)NNC(=O)c1cccc(Br)c1	-3	1576	.	3	-28	-8	4	-4.5	-0.0044	0	0.0
COc1ccc2c(c1)CC(C1(O)C(=O)N(C)c3ccccc31)C2=O (stereo not drawn)	-7	1577	-14	-7	14	-9	1	-0.8	.	-8	-0.1
CN(Cc1cccs1)C(=O)COC(=O)CNC(N)=O	1	1499	-1	0	-4	-9	-4	0.0	0.55	-1	1.4
CCOC(=O)c1[nH]c2ccc(Cl)cc2c1NC(=O)/C=C/c1ccc2c(c1)OCO2	3	1447	1	2	13	-5	-2	5.6	-0.12	-4	4.3
COC(=O)c1ccccc1NC(=O)C1CCN(C(=O)c2cc(OC)cc(OC)c2)CC1	4	1512	0	-5	1	12	-4	2.5	.	-3	-0.5
COc1cccc(N2C(=O)C3ON(c4ccccc4)C(c4cccs4)C3C2=O)c1 (stereo not drawn)	-9	1484	-32	-5	7	-11	5	-0.8	.	-9	2.1
CC(C)(C)c1ccc(CNc2ccc([N+](=O)[O-])cn2)cc1	0	1683	30*	2	1	8	4	0.1	-0.79	-5	1.9
Cc1ccc(/C=C2\CCCC3=C2NC(=S)NC3c2ccc(C)cc2)cc1 (stereo not drawn)	5	1606	-4	3	16	8	0	-0.8	0.15	-6	1.4
Cc1[nH]ccc(=O)c1OC1OC(CO)C(O)C(O)C1O (stereo not drawn)	-1	1441	6	11	.	-1	3	0.5	-0.44	-4	1.4
CC(C(=O)NCc1ccco1)n1nc(-c2ccccc2)c2cc(Cl)ccc21 (stereo not drawn)	5	1552	17	2	28	1	4	-0.6	.	2	1.3
Cc1c(NC(=O)CCCCCN2C(=O)c3ccccc3C2=O)c(=O)n(-c2ccccc2)n1C	8	1494	-16	-6	1	-5	-1	-0.8	0.75	-1	-0.3
CN1CCC(N(C)CC(=O)Nc2cccc(Oc3ccccc3)c2)CC1	7	1395	16	1	-6	96*	8	-0.8	.	-7	1.6
O=C(CSc1nnc(Nc2ccccc2)s1)NCc1ccco1	-3	1490	23	11	17	-5	3	3.4	-0.22	-6	2.9
CC1CC(C)CN(S(=O)(=O)c2ccc(C(=O)NCCCn3ccnc3)cc2)C1 (stereo not drawn)	-3	1627	-6	0	-10	0	5	-0.2	.	-3	0.8
O=C(/C=C/c1ccc(-c2ccccc2)o1)c1ccccc1	0	1557	-3	3	50	46	0	-0.2	.	0	11*
C=CCN1C(=O)C(O)(CC(=O)c2ccc(Cl)cc2)c2ccccc21 (stereo not drawn)	6	1661	.	-3	13	4	2	0.6	.	1	1.6
CCC(COC)NC(=O)CCc1nnc(Cc2cccc(C(F)(F)F)c2)o1 (stereo not drawn)	5	1363	7	0	4	-8	4	-0.3	1.6	-2	1.6
CN(C)C(CNc1ncnc2sc3c(c12)CCCCC3)c1ccco1 (stereo not drawn)	2	1488	-2	6	3	13	8	-0.8	0.079	1	0.2
CN1C(=O)C2(C(C#N)=C(N)N(c3cc(Cl)cc(Cl)c3)C3=C2C(=O)CCC3)c2ccccc21 (stereo not drawn)	-4	1434	.	7	-5	-8	0	0.2	-1.3	0	0.7
Cc1nc2ccccc2c(=O)n1C1CCCCCC1	6	1639	4	-2	4	1	-1	-0.2	-0.034	-4	0.8
CCC(c1nnnn1C(C)(C)C)N(Cc1cc2cccc(C)c2n2nnnc12)C1CCCC1 (stereo not drawn)	-8	1430	.	3	.	6	3	0.3	-0.5	.	.
CC(C)CCCNc1nc(N2CCOCC2)nc(N2CCOCC2)n1	-2	1414	20	-3	-3	24	4	-2.4	.	0	0.1
Cc1nc(CCNC(=O)Cc2ccc(Cl)cc2)cs1	-2	1311	.	-3	9	-7	0	-1.1	.	-8	-0.3
O=C(CSc1nc2ccccc2[nH]1)c1ccc(Cl)s1	6	1382	.	2	18	80*	-1	1.0	0.84	-9	2.5
CC(C)(C)c1ccc(S(=O)(=O)NCCOCC(F)(F)C(F)F)cc1	5	1652	12	11	22	4	5	2.4	.	0	1.7
Cc1ccc(-c2cc(C(=O)Nc3cc(C)on3)c3ccccc3n2)cc1	1	1538	-2	1	10	17	-6	-0.2	-0.35	1	3.4
CCCCOc1ccc(S(=O)(=O)Nc2cc(OC)ccc2OC)cc1	-3	1503	55*	1	18	14	-7	-0.3	-1.2	-3	11*
O=[N+]([O-])c1cccc(-n2cccc2/C=N/Nc2nc(N3CCCCC3)nc(N3CCCCC3)n2)c1	3	1579	-14	-4	2	36	1	0.3	-2.8	7	7.3
CC(/C=C1\SC(=O)N(CC(=O)Nc2cccc(O)c2)C1=O)=C\c1ccccc1	3	1542	.	-1	26	21	4	2.2	.	2	1.3
COCCn1c(SCC(=O)NC(=O)NC(C)C)nc2ccccc21	2	1519	.	4	10	-3	13	1.9	.	0	-0.5
CCCCc1cc(=O)oc2c(CN(CC)CC)c(O)c(Cl)cc12	-2	1562	.	6	-6	-3	-7	0.2	-1.1	0	-0.9
CCCCCn1c(Sc2nc3ccccc3s2)nc2c1c(=O)[nH]c(=O)n2C	-3	1590	-30	4	3	1	2	-2.9	.	-2	1.0
CN(CCO)C(=O)c1cccc2c1-c1ccccc1C2=O	9	1357	24	-5	6	1	0	3.1	0.9	-2	3.1
Cc1cc(-c2csc(NC(=O)c3ccc(C#N)cc3)n2)c(C)n1Cc1ccccc1	0	1638	-16	-1	-5	2	4	0.8	.	-5	1.3
CN(CC(=O)NCCN1CCN(Cc2ccccc2)CC1)S(=O)(=O)c1cccc2nsnc12	13	1458	10	0	3	47	4	-0.2	0.63	-8	-0.7
CNC(=S)N(CCc1c(C)[nH]c2ccccc12)Cc1ccco1	4	1644	-20	8	3	1	8	-0.6	0.97	-1	1.1
CCOC(=O)c1cc2c(ccn2-c2ccc(F)cc2)n1CC(=O)N1CCN(C(=O)c2ccco2)CC1	2	1695	23	0	2	-4	-2	-0.6	.	-3	1.9
O=C(N/C(=C/c1ccc2c(c1)OCO2)C(=O)N1CCOCC1)c1cccs1	-3	1403	.	3	-2	-1	0	-3.6	.	4	3.0
CC1=CC(C)(C)N(C(=O)CN2C(=O)c3ccccc3C2=O)c2ccccc21	-1	1495	-23	-2	9	7	3	-0.9	.	-11	1.6
C[C@@H](O)c1nc2ccccc2n1N	6	1674	-6	6	5	-7	3	-0.2	0.23	0	1.2
Further structures follow:
SMILES	PPARg SRC3 recr	TR-FRET SRC-2 ct	S1P3 antag	PPARg SRC2 recr	bIAP inh	Lmaj promast	PPARg SRC1 recr	DTT redox prof	ROMK mod	Efa HMGR inh	RAM inhibit
O=C(CCNC(=O)c1ccccc1Cl)NC1=NCCS1	-3	1569	-4	6	-4	-6	6	0.4	0.017	0	4.6
Fc1ccc(C2=CSC3=NCCN23)cc1	1	1587	8	2	-23	-7	-3	-0.1	-0.18	-7	-0.1
CCOC(=O)c1c(NC(=S)Nc2ccccc2)sc2c1CCN(CCc1ccccc1)C2	2	1588	.	-1	26	79*	1	0.6	.	5	1.2
CC(=O)Nc1ccnc(-c2cccnc2)n1	-1	1592	.	14	-3	-8	7	-0.7	.	-7	-0.4
CCOc1ncccc1C(=O)Nc1cc(S(=O)(=O)N2CCOCC2)ccc1N1CCCC1	-1	1511	-9	1	-23	12	6	-0.5	0.17	-5	1.4

Entries from the list above that have a nitro group on carbon, in the order listed:
SMILES	PPARg SRC3 recr	TR-FRET SRC-2 ct	S1P3 antag	PPARg SRC2 recr	bIAP inh	Lmaj promast	PPARg SRC1 recr	DTT redox prof	ROMK mod	Efa HMGR inh	RAM inhibit
O=C1c2ccccc2C(=O)N1CCCCN(C(=O)c1cc([N+](=O)[O-])cc([N+](=O)[O-])c1)c1ccc(Cl)cc1	3	1545	-24	-1	22	99*	4	0.1	-1.2	0	3.7
CC(C)(C)c1ccc(CNc2ccc([N+](=O)[O-])cn2)cc1	0	1683	30*	2	1	8	4	0.1	-0.79	-5	1.9
O=[N+]([O-])c1cccc(-n2cccc2/C=N/Nc2nc(N3CCCCC3)nc(N3CCCCC3)n2)c1	3	1579	-14	-4	2	36	1	0.3	-2.8	7	7.3

Source: PubChem BioAssay (several laboratories)
